Compound activity as filed in PubChem.
RXFP1 ag = agonists of human relaxin receptor RXFP1 | HEK293T-RXFP1 cAMP TR-FRET, 30 min; response scale: percent of porcine relaxin response, buffer zero | Potency, µM (top dose mostly 57.5 µM), inactives show at the highest dose activation, usual class: activators | actives 0.3% (n = 370,000) | AID 2676; active means well fitted activation curve with a large enough effect; further: potency means the concentration at half of the fitted maximal effect; on the % scale 0 is the no-effect control and ±100 the full control effect; nearly all actives have a fitted effect of over 60% in size; many of its hits are not listed in these tables
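HEK293 cells stably expressing RXFP1, treated 30 min at 37C with compounds plus PDE4 inhibitor Ro 20174; cAMP measured by HTRF TR-FRET. Normalized to buffer and 29 nM porcine relaxin; EC50 by Hill fit.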
D2 agonist = agonists of human D2 dopamine receptor; P14416; HEK293 T-REx D2 cells, calcium flux agonist mode; activation, % at 2 µM; actives 0.53% (n = 340,000); AID 485358;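 active means activation over 3 SD above normal in the single-dose calcium agonist read, cut at about 30% in these data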; further: 0% is about no effect
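Agonism scored from kinetic calcium signal (1 read/sec, 180 s) following compound pin transfer, after a 10 s baseline. Cells: HEK293 Trex line expressing inducible D2 receptor coupled to calcium, dye-loaded after overnight culture at 30 C.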
D1 ag = agonists of human D1 dopamine receptor | P21728 | HEK293 T-REx D1 cells, calcium flux, agonist mode | activation, % at 2 µM | actives 1% (n = 360,000) | AID 504660; in the data active means activation above about 30%; further: 0% is about no effect
Target sequence (P21728 whole entry, looked up): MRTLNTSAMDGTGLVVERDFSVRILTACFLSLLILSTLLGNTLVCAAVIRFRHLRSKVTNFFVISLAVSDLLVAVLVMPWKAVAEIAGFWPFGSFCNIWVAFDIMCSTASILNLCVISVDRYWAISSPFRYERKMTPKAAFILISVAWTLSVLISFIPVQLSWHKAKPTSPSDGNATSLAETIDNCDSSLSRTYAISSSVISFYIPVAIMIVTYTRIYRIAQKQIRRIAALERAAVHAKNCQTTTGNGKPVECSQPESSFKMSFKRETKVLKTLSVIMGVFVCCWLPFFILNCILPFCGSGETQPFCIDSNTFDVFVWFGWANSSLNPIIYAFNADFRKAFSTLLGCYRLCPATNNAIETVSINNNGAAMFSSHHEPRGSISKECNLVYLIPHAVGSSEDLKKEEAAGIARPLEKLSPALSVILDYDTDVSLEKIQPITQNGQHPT
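Tetracycline-induced HEK293 TREx D1 cells, force-coupled to calcium signalling, were dye-loaded with a no-wash calcium kit. Compound was pin-added after a 10 s baseline. Fluorescence was read kinetically at 1 cycle/s for 180 s, with calcium rises flagged as agonism.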
D2 antag = antagonizes the human D2 dopamine receptor | HEK293 TREx D2 cells, calcium flux, dopamine EC80 | inhibition, % at 10 µM | P14416 | actives 2% (n = 340,000) | AID 485344; in the data active means inhibition above about 30%; further: 0% is about no effect
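Cells plated overnight at 30 C with tetracycline; no-wash calcium dye, 30–90 min RT; 10 s baseline; compound pinned; 180 s read; EC80 dopamine added; another 180 s read.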
D1 antag = human D1 dopamine receptor antagonism. P21728. HEK293 TREx D1 cells, calcium flux, dopamine EC80; hits give low values. activity change, negative = inhibition, % at 10 µM. actives 3.2% (n = 360,000); in the data active means activity change below about -30%; further: on the % scale 0 is the no-effect control and ±100 the full control effect
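Cells carrying a force-coupled, tetracycline-inducible human D1 receptor report calcium flux. Each well gets a 10 s baseline, compound with 180 s monitoring, then an EC80 dopamine stimulus with a second 180 s kinetic read.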
D2 PAM = positively modulates the human D2 dopamine receptor allosterically | P14416 | potentiation, % at 10 µM | actives 0.34% (n = 340,000) | AID 485347 | HEK293 T-REx D2, calcium flux, EC20 dopamine potentiation;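 active means potentiation over 3 SD above the plate norm, cut at about 30% in these data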; further: 0% is about no effect
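Primary screen. Calcium kinetics in induced HEK293 T-REx D2 cells: compound pre-addition 180 s, EC20 dopamine, 180 s more.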
RXFP1 antagonist = antagonists of human relaxin receptor RXFP1; Q9HBX9; HEK293-RXFP1, relaxin-stimulated cAMP HTRF, 30 min; hits give low values; activity change, negative = inhibition, % at 57.5 µM; actives 0.59% (n = 350,000); AID 1259400;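 active means activity change of -60% or lower, but not beyond a set lower limit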; further: on the % scale 0 is the no-effect control and ±100 the full control effect
TRHR PAM = allosterically enhances the human TRH receptor; TRHR cells, fluo-8 calcium fluorescence, EC20 TRH enhancement; enhancement, % at 2 µM; actives 0.66% (n = 360,000); AID 493056; in the data active means enhancement above about 30%; further: 0% is about no effect
Target sequence (P34981 whole entry, looked up): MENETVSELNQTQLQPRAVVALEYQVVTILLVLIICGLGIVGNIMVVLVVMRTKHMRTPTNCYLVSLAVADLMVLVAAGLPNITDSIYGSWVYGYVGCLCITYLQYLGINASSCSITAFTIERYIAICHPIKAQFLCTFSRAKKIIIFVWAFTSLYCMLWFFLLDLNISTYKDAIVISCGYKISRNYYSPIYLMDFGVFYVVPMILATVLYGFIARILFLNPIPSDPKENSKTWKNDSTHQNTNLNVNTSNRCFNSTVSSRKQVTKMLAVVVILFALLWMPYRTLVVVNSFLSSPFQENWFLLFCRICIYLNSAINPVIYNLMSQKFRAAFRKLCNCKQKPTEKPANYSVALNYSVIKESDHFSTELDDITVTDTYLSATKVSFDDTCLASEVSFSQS
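Enhancer read-out: after compound pinning and an initial kinetic agonist-mode read, an EC20 of TRH (10 nM final) was injected and fluo-8 calcium signal (Ex 480/Em 530) followed at 1 s/cycle for 100 cycles in TRHR-expressing cells.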
D1 potentiator = human D1 dopamine receptor positive modulation; P21728; HEK293 TREx D1 cells, calcium flux, dopamine EC20 potentiation; potentiation, % at 10 µM; actives 0.036% (n = 360,000); AID 504651; in the data active means potentiation above about 30%; further: 0% is about no effect
Numbers without * were called inactive; x = not tested or not shown. These rows are one share of the data; the hit share may differ from the screen's.

SMILES | RXFP1 ag | D2 agonist | D1 ag | D2 antag | D1 antag | D2 PAM | RXFP1 antagonist | TRHR PAM | D1 potentiator
Cc1ccccc1NC(=S)N1CCN(C(=O)c2ccco2)CC1 | -0.5% | 8.7 | -2 | 6 | x | 6 | -8 | 5 | 1
COc1ccc(C2CC(=O)Oc3c(C(CCN4CCCCC4)c4ccc(N(C)C)cc4)c(OC)cc(OC)c32)cc1 (configuration not stated) | -2.0% | -0.1 | 7 | 8 | -25 | -15 | x | 12 | -8
CCOC(=O)c1c(S(=O)(=O)NCC(=O)Nc2cccc(C)n2)c(C)n(C)c1C | -3.1% | 0.4 | 1 | 10 | 9 | 0 | -18 | -5 | 4
Cc1ccc(SCC(=O)NCC2CCCO2)cc1 (configuration not stated) | -0.8% | x | 1 | x | 12 | x | -3 | -6 | -6
CCOc1cc(/C=C2\SC(=NC)N(C)C2=O)cc(Cl)c1OC(C)=O | -2.5% | 1.1 | 3 | 12 | 19 | 2 | 1 | 2 | 9
COC(CC(=O)NNC(=S)Nc1ccccc1)OC | -0.3% | 0.2 | 3 | 1 | 4 | 1 | 0 | -9 | -6
CN(C)/N=C/c1ccc(N2CCOCC2)cc1 | -1.5% | 2.2 | 0 | -12 | -1 | -2 | -13 | 1 | -4
Cc1cccc(C)c1-n1c(C)cc(/C=N/NC(=O)CSc2ncccn2)c1C | -0.9% | 0.8 | 7 | -26 | 11 | -3 | 2 | 3 | 0
CCOc1cc(/C=C(\C#N)C(=O)Nc2cccc(C(=O)O)c2)ccc1OCc1ccccc1Cl | -1.2% | 0.3 | 10 | -3 | 1 | -9 | -10 | -6 | -3
COc1ccc(OC)c(-n2cnc3cc(C(=O)NC4CCCCCC4)ccc32)c1 | 0.3% | 0.6 | -1 | x | -11 | -7 | -15 | 1 | -2
O=C(CSc1nc2sc3c(c2c(=O)[nH]1)CCCC3)NCCO | -0.4% | 0.1 | 0 | 42* | 2 | -8 | x | -1 | 2
Cc1ccc(OCC(=O)N2CC(C)OC(C)C2)c([N+](=O)[O-])n1 (configuration not stated) | -1.5% | 2.8 | 2 | 7 | 16 | 9 | 2 | 0 | 6
Cc1ccc(-c2nnc(Nc3ccc(Cl)c(Cl)c3)c3ccccc23)cc1S(=O)(=O)N(C)C | 0.9% | -1.4 | -2 | x | -2 | 4 | x | 1 | 1
N#C/C(=C\C=C\c1ccccc1)C(=O)NCc1cccnc1 | 1.3% | 0.2 | -1 | 8 | -20 | 8 | -31 | -3 | -10
CCNC(=O)c1ccc2nc(Cc3ccccc3)oc2c1 | -0.2% | 0.8 | 5 | x | 13 | x | -14 | 1 | 0
CC(C)(C)N(NC(=O)Nc1ccccc1)C(=O)c1ccccc1 | 1.3% | -0.2 | 2 | -7 | 15 | 10 | -1 | 0 | 3
CC(=O)Nc1ccc(NC(=O)c2ccc(CN3CCc4ccccc4C3)cc2)cc1 | 5.2% | -0.5 | 3 | 22 | -10 | -17 | 3 | -5 | -3
COc1ccc(/C=C/c2c([N+](=O)[O-])c(=O)n(C)c(=O)n2C)cc1O | 1.8% | -0.9 | 4 | 3 | x | 12 | -7 | -4 | 3
C/C(CC(=O)NC(C)C)=N\NC(=O)C(c1ccccc1)c1ccccc1 | 0.1% | 0.3 | 3 | 1 | -2 | -3 | 6 | 1 | 4
COc1ccc(C2CC(c3ccc(Cl)cc3)n3nc(N)nc3N2)cc1 (configuration not stated) | 1.3% | 0.6 | 3 | 0 | 10 | 7 | x | -10 | -1
CC(C)(C)n1ncc2c(=O)n(Cc3ccc(Cl)c(Cl)c3)cnc21 | -0.8% | -0.9 | 13 | -4 | -21 | -3 | -2 | -18 | x
Nc1ncn(C(=O)c2ccco2)n1 | 0.1% | 0.6 | 3 | 1 | 1 | 9 | 2 | 8 | 0
O=c1nc2n(c3cc(Cl)c(S(=O)(=O)N4CCOCC4)cc13)CCCCC2 | 2.2% | -0.5 | 1 | 0 | 13 | 5 | -19 | -8 | -2
Cc1ccc(-n2nnnc2SCC(=O)Nc2cccc(NC(=O)c3ccco3)c2)cc1C | 2.5% | 0.6 | 1 | -4 | 7 | 13 | 8 | 5 | -2
COc1ccc(C2c3c(noc3C)CC(C)(O)C2C(C)=O)cc1 (configuration not stated) | 4.7% | -0.1 | 3 | -17 | 8 | -3 | x | -1 | -4

Quoted from the entries so far, four compounds:
SMILES | RXFP1 ag | D2 agonist | D1 ag | D2 antag | D1 antag | D2 PAM | RXFP1 antagonist | TRHR PAM | D1 potentiator
Nc1ncn(C(=O)c2ccco2)n1 | 0.1% | 0.6 | 3 | 1 | 1 | 9 | 2 | 8 | 0
O=c1nc2n(c3cc(Cl)c(S(=O)(=O)N4CCOCC4)cc13)CCCCC2 | 2.2% | -0.5 | 1 | 0 | 13 | 5 | -19 | -8 | -2
Cc1ccc(-n2nnnc2SCC(=O)Nc2cccc(NC(=O)c3ccco3)c2)cc1C | 2.5% | 0.6 | 1 | -4 | 7 | 13 | 8 | 5 | -2
COc1ccc(C2c3c(noc3C)CC(C)(O)C2C(C)=O)cc1 (configuration not stated) | 4.7% | -0.1 | 3 | -17 | 8 | -3 | x | -1 | -4

(cont.)
SMILES | RXFP1 ag | D2 agonist | D1 ag | D2 antag | D1 antag | D2 PAM | RXFP1 antagonist | TRHR PAM | D1 potentiator
O=C(CCC1N=C2c3ccccc3N=C(SCc3cccc(F)c3)N2C1=O)NC1CCCCC1 (configuration not stated) | 0.9% | -0.1 | 2 | x | 5 | 14 | 6 | 1 | -2
COc1cccc(C(=O)NC(=S)Nc2ccc(N(C)C)cc2)c1 | 5.7% | -1.5 | 1 | 18 | -5 | -4 | 15 | -5 | -2
O=C(OCCc1cc2ccccc2c(=O)o1)c1cccs1 | 3.2% | -1.1 | 6 | 2 | x | -9 | x | -3 | -2
CC(C)n1c(=S)[nH]c2cc(Cl)ccc21 | 2.3% | 0.2 | 3 | -7 | 3 | 2 | -11 | 3 | -7
COc1cccc(OCCOc2ccc(/C=C3/SC(=S)NC3=O)cc2)c1 | -0.3% | 0.6 | 3 | 6 | 0 | -4 | -19 | -16 | -3
CN(C)C/C(Cl)=C(\Cl)c1ccccc1 | 0.5% | x | 3 | x | -10 | x | -30 | 8 | -6
FC(F)(F)c1cccc(Cc2noc(CN3CCSCC3)n2)c1 | 0.0% | x | 1 | x | -11 | x | -5 | -7 | -2
COc1ccc(CCNC(=O)COC(=O)c2ccc(N3CCCC3=O)cc2)cc1OC | 0.6% | 1.9 | 3 | -2 | -8 | 11 | -3 | 1 | -2
CC(C)(CC(=O)O)CC(=O)N1CCCN(c2nccc(C(F)(F)F)n2)CC1 | 0.4% | 0.7 | 2 | 17 | -3 | -7 | -4 | 6 | 2
COc1ccc(C)cc1S(=O)(=O)N1CCN(C)CC1c1ccccc1 (configuration not stated) | 2.5% | 0.0 | 17 | 14 | 3 | -10 | -10 | -2 | x
CCc1cc(C)c(O)c(CC)n1 | 0.4% | 0.4 | 3 | 2 | -2 | -6 | 10 | 1 | 0
Cc1cc([N+](=O)[O-])nn1CCCC(=O)Nc1ccc(Cl)cc1Cl | -0.4% | -0.4 | 0 | -25 | -39* | -9 | -34 | 1 | -7
CCSc1nnc(NC(=O)C(C(F)(F)F)C(F)(F)F)s1 | -2.3% | 0.0 | 2 | 3 | 0 | -4 | -7 | 0 | -4
O=C(N/N=C/c1c(O)ccc2ccccc12)c1ccc(CO)nc1 | 0.9% | 6.7 | 23 | 9 | 10 | 11 | -10 | 1 | -3
Cc1ccc(C(C)C)c(OCc2nn(CC(=O)c3ccc(Cl)cc3)c3[n+]2CCCCC3)c1 | -0.6% | 1.2 | 26 | 33* | 6 | -28 | -17 | -1 | -1
CC(=O)Nc1ccc(S(=O)(=O)NNC(=O)COc2ccc(Cl)cc2Cl)cc1 | 6.7% | -0.3 | 2 | -4 | 1 | 4 | -7 | -2 | 4
Cc1ccc(NC(=O)c2cc(NC(=O)CCC(=O)O)ccc2N2CCCCC2)cc1 | 0.0% | -1.6 | 1 | -4 | 7 | -12 | -13 | 7 | 0
CCOC(=O)C1CCN(S(=O)(=O)c2c(Cl)ccc3nonc23)CC1 | 7.1% | 2.6 | 4 | -1 | -35* | -7 | x | 4 | -8
N=c1c(S(=O)(=O)c2ccccc2)cc2c(=O)n3ccccc3nc2n1Cc1cccnc1 | 5.7% | 0.3 | 1 | 44* | -12 | -8 | 1 | -17 | -4
CC(C)(C)c1cc(=O)n2[nH]c(N)nc2n1 | 2.4% | 0.3 | 1 | 6 | -6 | 4 | 0 | 0 | 0
O=C(CNC(=O)c1cccc(F)c1)N/N=C/c1cccnc1 | 0.0% | -1.1 | 2 | -8 | -6 | 6 | 2 | 5 | 1
COc1ccc(CCNc2ncnc3c2nnn3C)cc1OC | 8.0% | 0.2 | 15 | x | x | 3 | -9 | 2 | -2
Nc1nnc(CCS(=O)(=O)c2ccc(Br)cc2)s1 | -1.8% | x | 1 | x | 5 | x | -1 | 2 | 1
NC(=O)c1nsc(C(=O)N(c2ccccc2F)C(C(=O)NCc2ccc(F)cc2)c2ccc(O)cc2)c1N (configuration not stated) | 0.8% | -0.5 | 10 | -25 | 7 | 17 | -35 | 30* | -1
Cc1ccccc1NC(=O)CCC(=O)N/N=C/c1ccncc1 | 4.8% | 2.3 | 11 | -11 | -40* | -5 | 12 | -3 | -3
COCCn1c(-c2ccc(SC)cc2)nc2c1c(=O)[nH]c(=O)n2CC(C)C | 6.8% | -2.1 | 2 | 11 | 5 | 11 | -8 | 3 | 0

In a second layout: entries from further up
molecule	RXFP1 ag	D2 agonist	D1 ag	D2 antag	D1 antag	D2 PAM	RXFP1 antagonist	TRHR PAM	D1 potentiator
Cc1cc([N+](=O)[O-])nn1CCCC(=O)Nc1ccc(Cl)cc1Cl	-0.4%	-0.4	0	-25	-39*	-9	-34	1	-7
CCSc1nnc(NC(=O)C(C(F)(F)F)C(F)(F)F)s1	-2.3%	0.0	2	3	0	-4	-7	0	-4
O=C(N/N=C/c1c(O)ccc2ccccc12)c1ccc(CO)nc1	0.9%	6.7	23	9	10	11	-10	1	-3

Exported as labelled records: 2 of the compounds above.
COc1cccc(C(=O)NC(=S)Nc2ccc(N(C)C)cc2)c1
  RXFP1 ag = 5.7% | D2 agonist = -1.5 | D1 ag = 1 | D2 antag = 18 | D1 antag = -5 | D2 PAM = -4 | RXFP1 antagonist = 15 | TRHR PAM = -5 | D1 potentiator = -2
CCOC(=O)C1CCN(S(=O)(=O)c2c(Cl)ccc3nonc23)CC1
  RXFP1 ag = 7.1% | D2 agonist = 2.6 | D1 ag = 4 | D2 antag = -1 | D1 antag = -35* | D2 PAM = -7 | RXFP1 antagonist = x | TRHR PAM = 4 | D1 potentiator = -8
